PfG6PD inh: PfG6PD enzyme inhibitors, primary screen, biochemical, fluorescence intensity, uHTS; AID 504690, 2011; PfGluPho enzyme, NADPH resazurin-diaphorase fluorescence; 350,000 tested, 0.78% active; glucose-6-phosphate dehydrogenase-6-phosphogluconolactonase (Plasmodium falciparum 3D7); inhibition, % at 20 µM;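 active = inhibition reaching at least a set limit at 20 µM in the primary screen, cut at about 59% in these data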;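 also: 0% = DMSO wells with substrate and 100% = DMSO wells lacking glucose-6-phosphate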
SENP7 inh: SENP7 protease inhibitors, primary screen, biochemical, luminescence, uHTS. recombinant SENP7, Z-RLRGG-aminoluciferin luminescence, 40 min. inhibition, % at 5 µM. 330,000 tested, 1.5% active;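 active = inhibition above about 50% at the single test dose, limit read from the data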;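 also: plate controls were DMSO with enzyme for no effect and no enzyme buffer wells for full effect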
Target sequence (Q9BQF6 706-1050 limits assumed): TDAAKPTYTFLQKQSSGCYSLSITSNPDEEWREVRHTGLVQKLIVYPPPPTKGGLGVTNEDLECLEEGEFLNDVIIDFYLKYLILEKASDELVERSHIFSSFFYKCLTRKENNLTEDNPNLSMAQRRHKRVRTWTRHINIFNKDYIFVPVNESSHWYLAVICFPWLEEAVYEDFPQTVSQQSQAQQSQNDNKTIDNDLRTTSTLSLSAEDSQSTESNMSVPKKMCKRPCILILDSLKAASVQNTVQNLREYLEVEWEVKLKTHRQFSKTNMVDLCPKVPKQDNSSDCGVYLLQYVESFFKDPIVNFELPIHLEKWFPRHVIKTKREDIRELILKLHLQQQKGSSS
HKDC1 inh: HKDC1 hexokinase inhibitors, primary screen, biochemical, fluorescence, uHTS; inhibition, % at 20 µM; recombinant HKDC1, G6PDH/diaphorase resazurin coupled fluorescence; AID 493160, 2011; 340,000 tested, 0.16% active;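 active = inhibition above about 35% when tested at 20 µM, limit read from the data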;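 also: plate controls were DMSO wells with enzyme for no effect and DMSO wells lacking enzyme for full effect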
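Material – in-house recombinant HK5 (HKDC1) enzyme · Quantity – HKDC1 at 5 µg/mL · Buffer or medium – pH 8.0 Tris buffer with 10 mM MgCl2 · Reagent – glucose with 1 mM ATP · Dosing – single 20 µM dose · Times – reaction time 90 min, room temperature, protected from light · Technique – resorufin fluorescence at 613 nm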
SENP8 block-1: human SENP8 protease inhibitors, primary screen, biochemical, fluorescence, Nedd8 protein substrate, uHTS; inhibition, % at 20 µM; AID 602440, 2012; recombinant SENP8; Sentrin-specific protease 8 (Homo sapiens), Q96LD8; 360,000 tested, 0.64% active; in the data active = inhibition mostly above about 40%, no sharp cut-off; inactive = mostly below about 27%
Target sequence (Q96LD8 whole entry, looked up): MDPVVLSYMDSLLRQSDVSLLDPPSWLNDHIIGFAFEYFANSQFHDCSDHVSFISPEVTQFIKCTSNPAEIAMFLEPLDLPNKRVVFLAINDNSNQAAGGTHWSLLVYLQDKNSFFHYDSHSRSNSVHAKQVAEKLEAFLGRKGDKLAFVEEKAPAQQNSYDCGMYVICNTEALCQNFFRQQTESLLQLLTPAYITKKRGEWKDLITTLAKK
SENP1 inh: human SENP1 catalytic domain inhibitors, primary screen, biochemical, FRET, uHTS; AID 624204, 2012; 360,000 tested, 0.21% active; recombinant SENP1 catalytic domain, CyPet-SUMO1-YPet FRET cleavage; inhibition, % at 10 µM; Sentrin-specific protease 1 (Homo sapiens), Q9P0U3;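 active = inhibition at least 30% at 10 µM, raw YFP signal under a set limit, fluorescence ratio 0.5 to 1.5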;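 also: 0% = enzyme with DMSO and 100% = no enzyme wells; some results filed as inactive read as strong as hits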
Target sequence (Q9P0U3 419-644 limits assumed): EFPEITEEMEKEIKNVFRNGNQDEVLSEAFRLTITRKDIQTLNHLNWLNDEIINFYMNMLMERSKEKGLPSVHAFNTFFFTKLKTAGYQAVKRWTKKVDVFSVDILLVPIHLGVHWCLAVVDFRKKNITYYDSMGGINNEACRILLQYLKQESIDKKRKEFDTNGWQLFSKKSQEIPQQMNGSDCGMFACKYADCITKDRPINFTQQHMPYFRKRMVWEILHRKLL
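Material – human SENP1 catalytic domain · Input – SENP1 enzyme, 20 pM final · Compound dosing – single concentration of 10 µM compound, 0.5% DMSO final · Timing – enzyme reaction for 50 min at room temperature, dark · Measured by – FRET fluorescence in CFP and YFP emission channels · Control set – no-enzyme wells low, DMSO-plus-enzyme wells high control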
UBC13 polyUb: UBC13 polyubiquitin chain formation inhibitors, primary screen, biochemical, TR-FRET, uHTS | Ubiquitin-conjugating enzyme E2 N (Homo sapiens), P61088 | inhibition, % at 20 µM | 330,000 tested, 0.47% active | AID 485273, 2010; in the data active = inhibition above about 45%, passing the limit was not always enough
Target sequence (P61088 whole entry, looked up): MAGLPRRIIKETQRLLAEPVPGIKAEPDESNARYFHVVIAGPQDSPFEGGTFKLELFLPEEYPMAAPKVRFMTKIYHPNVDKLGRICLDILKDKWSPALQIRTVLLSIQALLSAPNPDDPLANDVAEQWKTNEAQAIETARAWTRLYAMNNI
SENP6 inh: SENP6 protease inhibitors, primary screen, biochemical, luminescence, uHTS; Sentrin-specific protease 6 (Homo sapiens), Q9GZR1; Recombinant SENP6 catalytic domain, aminoluciferin luminescence; inhibition, % at 10 µM; 330,000 tested, 1.8% active; AID 2599, 2010;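 active = inhibition above about 50% at the single tested dose, limit read from the data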;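 also: plate controls were DMSO wells with enzyme for no effect and DMSO wells lacking enzyme for full effect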
beta cell repl: inducers of MIN6 beta-cell proliferation, primary screen, ATP luminescence, uHTS. 330,000 tested, 0.29% active. AID 2380, 2010. proliferation, % at 10 µM. MIN6 cells proliferation, ATPlite luminescence, 48 h; cells starved in 0.2% serum; 100% = growth in 10% serum;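 active = compounds whose signal lies at least 3.5 SD above the mean of all wells on their plate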;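 also: 0% = DMSO-treated cells in low-serum medium and 100% = 10% serum control; some compounds called inactive have numbers as strong as hits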
SENP8 block-2: SENP8 protease inhibitors, primary screen, biochemical, luminescence; 330,000 tested, 1.2% active; purified SENP8, Z-RLRGG-aminoluciferin cleavage; Sentrin-specific protease 8 (Homo sapiens), Q96LD8; AID 2540, 2010; inhibition, % at 10 µM; in the data active = inhibition above about 50%
* = called active by the depositor; . = no result given.

SMILES	PfG6PD inh	SENP7 inh	HKDC1 inh	SENP8 block-1	SENP1 inh	UBC13 polyUb	SENP6 inh	beta cell repl	SENP8 block-2
CN(C)C(=O)c1ccc(NC(=O)COC(=O)C2(c3ccccc3)CCCC2)cc1	-12	-3	-2	9	2	-5	-15	-4	-20
O=C(CC1S/C(=N/N=C/c2cccs2)NC1=O)Nc1ccc(Cl)cc1 (stereo not drawn)	-14	5	-9	17	4	-4	-3	-1	-2
CCOc1ccc(C2C(C(N)=O)=C(C)Nc3ncnn32)cc1OC (stereo not drawn)	-13	8	-1	15	1	5	4	0	4
Cc1cccc(Oc2nc(-c3ccccc3)cc(C)c2S(C)(=O)=O)c1C	14	13	0	27	1	5	-13	-4	-6
COc1cccc(NS(=O)(=O)c2ccc3c(c2)n(C)c(=O)c(=O)n3C)c1	13	6	-1	5	1	-3	4	-3	-3
COc1ccc(CN2CCc3c([nH]c4ccccc34)C2)c(OC)c1C	-2	-4	-5	-31	-8	13	-8	-2	14
CCOC(=O)Cc1ncccc1C(=O)Nc1ccc(OC(F)(F)F)cc1	-21	0	1	19	26	-20	-3	-1	-8
COc1ccc(-c2nn(-c3ccccc3)cc2/C=N/Nc2ccccn2)cc1	.	-3	.	.	.	-7	-9	-4	-9
COc1cc2ncc(S(=O)(=O)c3ccccc3)c(N3CCC4(CC3)OCCO4)c2cc1OC	10	8	-2	-5	-1	12	9	1	8
O=C(Cn1nnc(-c2ccc(N3CCOCC3)cc2)n1)N1CCOCC1	-2	-3	-12	.	.	4	-6	-2	2
Cn1ncc(Br)c1C(=O)N1CCCCCC1	-17	5	0	7	2	2	-5	3	1
COc1cc(C)c(NC(=S)Nc2cccc(Cl)c2C)cc1OC	8	-4	12	18	1	1	-3	0	-6
CCCN1CCN(S(=O)(=O)c2ccc3c(c2)NC(=O)C(C)C(=O)N3)CC1 (stereo not drawn)	-7	-1	1	2	1	-5	-20	1	-5
COc1ccc(S(=O)(=O)Nc2ccc(C)c(S(=O)(=O)N3CCOCC3)c2)cc1[N+](=O)[O-]	-8	11	3	3	0	-4	-6	-1	-4
Cc1ccc(S(=O)(=O)N2C(=O)CCC2C(=O)Nn2cnnc2)cc1 (stereo not drawn)	-9	-5	-5	17	-1	8	4	0	-3
CC[C@H]1OC(=O)[C@H](C)[C@@H](O[C@H]2C[C@@](C)(OC)[C@@H](O)[C@H](C)O2)[C@H](C)[C@@H](O[C@@H]2O[C@H](C)C[C@H](N(C)C)[C@H]2O)[C@](C)(OC)C[C@@H](C)C(=O)[C@H](C)[C@@H](O)[C@]1(C)O	-11	-9	0	13	1	-9	-16	-5	-7
COc1ccc(N2C(=O)C3C(c4ccc(OC)cc4O)NC(Cc4ccccc4)(C(=O)O)C3C2=O)cc1 (stereo not drawn)	-18	-6	-7	11	2	4	12	-1	2
CC(C)NC(=O)NC(=O)CSc1nnc(-c2ccccc2F)n1N	-18	8	1	11	3	7	8	-2	3
CC(Oc1ccccc1)C(=O)NC1CC(C)(C)NC(C)(C)C1 (stereo not drawn)	-1	8	4	33	-1	2	24	2	2
COc1ccc(COc2cccc(C=O)c2)cc1	-6	27	-2	8	0	-1	47	-5	34

Four compounds picked at random from the list so far, as already listed:
SMILES	PfG6PD inh	SENP7 inh	HKDC1 inh	SENP8 block-1	SENP1 inh	UBC13 polyUb	SENP6 inh	beta cell repl	SENP8 block-2
CCCN1CCN(S(=O)(=O)c2ccc3c(c2)NC(=O)C(C)C(=O)N3)CC1 (stereo not drawn)	-7	-1	1	2	1	-5	-20	1	-5
COc1ccc(S(=O)(=O)Nc2ccc(C)c(S(=O)(=O)N3CCOCC3)c2)cc1[N+](=O)[O-]	-8	11	3	3	0	-4	-6	-1	-4
COc1cc2ncc(S(=O)(=O)c3ccccc3)c(N3CCC4(CC3)OCCO4)c2cc1OC	10	8	-2	-5	-1	12	9	1	8
O=C(Cn1nnc(-c2ccc(N3CCOCC3)cc2)n1)N1CCOCC1	-2	-3	-12	.	.	4	-6	-2	2

(next part)
SMILES	PfG6PD inh	SENP7 inh	HKDC1 inh	SENP8 block-1	SENP1 inh	UBC13 polyUb	SENP6 inh	beta cell repl	SENP8 block-2
COc1ccc(NC(=O)C2CCC(CNC(=O)[C@@H]3Cc4ccccc4CN3)CC2)cc1 (stereo partly drawn)	4	1	-5	22	3	0	-1	1	7
O=C(c1ccc(-c2ccc([N+](=O)[O-])cc2)o1)N1CCCC(C(F)(F)F)C1 (stereo not drawn)	25	5	6	-278	6	-4	-5	-7	-7
CCC(O)c1nc2ccccc2n1CCc1ccccc1 (stereo not drawn)	2	1	-7	14	2	4	13	1	0
CCNS(=O)(=O)c1ccc(CCC(=O)NCc2ccncc2)cc1	-3	2	-5	9	-1	5	8	-1	11
O=c1oc(-c2cccs2)nc2sc3c(c12)CCC3	-9	-16	-4	-127	-24	1	23	-1	15
CC(=O)Oc1ccc(/C=N/NS(=O)(=O)c2ccccc2)cc1	7	4	0	16	-1	-5	8	1	5
CN1CC=C2C(C#N)=C(N)C(C#N)(C#N)C(CCc3ccccc3)C2C1 (stereo not drawn)	8	8	7	-314	-22	14	10	3	7
CC1CN(CC(O)COC(c2ccccc2)c2ccccc2)CC(C)O1 (stereo not drawn)	-11	0	-8	4	0	3	11	0	4
O=C(CNC(=O)c1ccccn1)N=Nc1c(O)[nH]c2ccccc12	11	5	3	20	1	-20	-16	-3	2
COCCn1c(SCC(=O)NC(=O)NC(C)(C)C)nc2ccccc21	-5	3	-3	9	1	3	-14	-2	-2
COC(=O)[C@H](Cc1ccccc1)N1C/C=C\COc2c(Cl)cc(Cl)cc2S1(=O)=O	12	5	7	0	1	.	.	.	.
CN(C)CCn1cnc2c(c1=N)C(c1ccccc1)c1ccc3ccccc3c1O2 (stereo not drawn)	9	-1	1	13	-2	48*	11	-6	-6
O=S(=O)(c1ccc(Cl)cc1)N1CCN(C(=S)NCC2CCCO2)CC1 (stereo not drawn)	6	-12	-6	2	2	4	-11	-2	-2
O=C(COC(=O)CC1CC2CCC1C2)NCc1ccc(Cl)cc1 (stereo not drawn)	2	4	-6	7	1	8	17	1	0
CCn1c(C(C#N)/C(=N\S(=O)(=O)c2cccs2)c2ccccc2)nc2ccccc21 (stereo not drawn)	-25	4	-3	6	0	-2	-31	-1	5
Cc1cccc(NC(=O)c2c(O)c3ccccc3n(C)c2=O)c1	-33	21	-9	-23	2	26	8	-2	-16
COc1cc([N+](=O)[O-])cc(/C=N/NC(=O)Cn2nc(C)cc2C)c1O	3	7	-10	36	5	-52	-5	-1	-6
Cc1ccc(C)c2sc(NC(=O)c3ccc(N4CCCCC4)c([N+](=O)[O-])c3)nc12	19	-2	-7	29	2	-25	-4	-4	2
CN(CC(=O)NCc1ccco1)CC(=O)Nc1c(Cl)cccc1Cl	-2	7	-3	7	2	-2	12	-2	7
Cc1cccc(C(CC(=O)NCc2ccco2)c2ccccc2)c1O (stereo not drawn)	18	0	-7	14	1	4	-17	-2	-1
O=C(CSc1nnc(NC(=O)c2ccc(F)cc2F)s1)NC1CC1	18	-9	-2	-4	0	3	-3	-1	-10
O=C(OCC(=O)N1CCCCCC1)c1ccc(Cl)c(S(=O)(=O)N2CCCC2)c1	-3	0	-8	0	2	2	0	-1	5
Cc1nnsc1S(=O)(=O)Cc1ccccc1Cl	5	5	-10	30	3	1	-11	-2	0
CC1(C)CC(=O)C=C(NCc2cccnc2)C1	5	7	-4	-13	-30	-1	-10	0	-6
O=C(CSc1cn[nH]n1)Nc1cccc(C(=O)O)c1	56	-12	3	6	0	1	-23	2	-3
O=C(O)c1ccc2c(c1)C(c1ccccc1)OC2=O (stereo not drawn)	-30	-2	-8	13	2	-6	20	0	5
Cc1noc(C)c1NC(=O)Nc1ccc2c(c1)C(=O)N([C@H](C)CO)C[C@H](C)[C@H](CN(C)C)O2	-1	0	-4	-9	1	6	-5	0	-5
O=c1[nH]c(CSc2nnnn2-c2ccccc2)nc2ccccc12	17	-11	-8	0	2	-2	-23	0	-13
O=S(=O)(Nc1ccc(S(=O)(=O)N2CCCCCC2)cc1)c1cccs1	-34	9	-3	6	0	-3	4	-2	8
CC1CCCCC12NC(=O)N(CC(=O)OCc1c(F)cccc1Cl)C2=O (stereo not drawn)	5	-3	-5	-3	0	-5	-6	-3	-13
CCN(CC)C(=O)c1sc2nc(-c3ccc(OC)cc3)cn2c1C	14	16	-1	13	3	4	22	-2	2
COCCNC(=O)Cn1nc(C)c2ccccc2c1=O	-15	9	-2	31	2	2	-10	-3	1
CC(C)(C)NC(=O)N1CCN(S(=O)(=O)c2ccc3c(c2)CCC3)CC1	-8	-5	-5	-1	3	-9	-11	-2	-19
c1ccc(-c2c[nH]c(-c3ccccc3)c2)cc1	5	.	1	-22	0	.	.	.	.
COc1ccc(CCNC(=O)CC2COc3ccccc3O2)cc1OC (stereo not drawn)	13	6	-3	8	1	2	-11	2	2
COCCCNC(=O)CSC1=Nc2ccccc2C2=NC(CC(=O)NCc3ccccc3)C(=O)N12 (stereo not drawn)	8	9	4	-268	3	5	14	-1	-3
Cc1oc2c(C)c3oc(=O)c(CC(=O)N[C@@H](CC(C)C)C(=O)N[C@@H](Cc4ccccc4)C(=O)O)c(C)c3cc2c1C	-22	-5	15	-222	-32	-23	9	-3	5
Cc1ccc(C(c2nnnn2C(C)(C)C)N2CCC(C)CC2)cc1 (stereo not drawn)	-3	3	3	8	-12	-4	-4	-4	-5
Cc1ccc(NC(=O)COC(=O)c2ccco2)cc1S(=O)(=O)N1CCOCC1	-3	4	-5	10	3	5	-11	4	4
O=C(N/N=C/c1ccco1)c1cc(-c2cccc(Br)c2)nc2ccccc12	21	2	-12	9	4	-6	-6	-4	-2
Cc1nc(NC(=O)c2c(-c3ccccc3Cl)noc2C)sc1C	3	12	-2	-44	0	-11	-15	-1	-4
CCSc1nnc(-c2cccnc2)n1-c1ccc(Cl)c(C)c1	0	8	15	21	-1	11	3	2	-4
Cc1nn(-c2ccccc2)c(Cl)c1C(=O)NNC(=O)c1ccccc1O	-59	-6	-9	-18	0	7	-9	-4	-15
CCOC(=O)c1c(C)[nH]c2cc(Br)c(OC)cc12	3	-13	-4	16	2	1	-19	-3	-2
Nc1nnn(CC(=O)N/N=C/c2ccccc2Cl)n1	0	-8	-4	23	0	0	-11	1	-8

Part of the list above, reformatted:
CCOC(=O)c1c(C)[nH]c2cc(Br)c(OC)cc12
  PfG6PD inh: 3 | SENP7 inh: -13 | HKDC1 inh: -4 | SENP8 block-1: 16 | SENP1 inh: 2 | UBC13 polyUb: 1 | SENP6 inh: -19 | beta cell repl: -3 | SENP8 block-2: -2
Nc1nnn(CC(=O)N/N=C/c2ccccc2Cl)n1
  PfG6PD inh: 0 | SENP7 inh: -8 | HKDC1 inh: -4 | SENP8 block-1: 23 | SENP1 inh: 0 | UBC13 polyUb: 0 | SENP6 inh: -11 | beta cell repl: 1 | SENP8 block-2: -8

Compounds were not picked by outcome. About 4% of those tested had a hit in this group.
